High-throughput results (PubChem BioAssay)
SIAE inh – blocks human sialic acid acetylesterase. SIAE FP-Rh probe binding, fluorescence polarization. inhibition, % at 9.66 µM. 370,000 tested, 0.69% active. AID 1053197;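 active = inhibition above a cutoff: mean of compounds within the control limits plus 3 SD of those, cut at about 17% in these data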;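 also: 0% = plate median of compound wells and 100% = probe without SIAE protein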
HTRA1 inh – inhibitors of human serine peptidase HTRA1 | AID 504803 | inhibition, % at 5.96 µM | 340,000 tested, 0.5% active | Q92743 | recombinant HTRA1, FP-rhodamine activity-based probe, fluorescence polarization; in the data active = inhibition above about 36%;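 also: 0% = enzyme with DMSO and 100% = wells lacking enzyme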
PRMT1 FP inh – inhibitors of human PRMT1; Q99873; AID 652257; inhibition, % at 2.79 µM; 370,000 tested, 1.3% active; recombinant PRMT1, activity-based probe fluorescence polarization;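 active = inhibition above about 21% made by adding two undisclosed values, limit read from the data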
TCR-CD3 inh – human TCR-CD3 binding inhibition | inhibition, % at 9.4 µM | AID 651800 | TAMRA-labeled TCR probe fluorescence, biochemical | 360,000 tested, 0.37% active; in the data active = inhibition above about 19%;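 also: recombinant mutant TCR 2C K166C tagged with TAMRA read by polarization; 0% = receptor in buffer alone and 100% = receptor with positive control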
mABHD4 FP – inhibitors of mouse ABHD4 | Q8VD66 | purified mABHD4, FP-Rh probe fluorescence polarization | inhibition, % at 8.92 µM | 370,000 tested, 0.54% active | AID 720543;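 active = inhibition exceeding the mean over every tested compound plus 3 SD, cut at about 30% in these data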;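 also: 0% = plate median of compound wells and 100% = S159A mutant with DMSO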
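Assay system: Wild-type mouse ABHD4 protein | Medium: HEPES pH 7.0 buffer, 150 mM NaCl, 0.01% Pluronic F-127 | Incubation: Enzyme–compound pre-incubation 45 min, then probe 60 min, both 25 °C | Technique: Fluorescence polarization with parallel and perpendicular emission, 525/598 nm | Evaluation: % inhibition of FP-Rh probe binding versus controls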
NR1D1 modulator – Rev-erb alpha (human) modulation | 370,000 tested, 0.79% active | P20393 | AID 1259318 | Rev-erbα–FITC-DNA binding, fluorescence polarization, 90 min | activity, % at 10 µM;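 active = activity above about 14%, limit read from the data; passing the limit was not always enough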;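 also: 0% = DMSO wells with 35 nM protein and 100% = DMSO wells with 750 nM protein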
Target sequence (P20393 whole entry, looked up): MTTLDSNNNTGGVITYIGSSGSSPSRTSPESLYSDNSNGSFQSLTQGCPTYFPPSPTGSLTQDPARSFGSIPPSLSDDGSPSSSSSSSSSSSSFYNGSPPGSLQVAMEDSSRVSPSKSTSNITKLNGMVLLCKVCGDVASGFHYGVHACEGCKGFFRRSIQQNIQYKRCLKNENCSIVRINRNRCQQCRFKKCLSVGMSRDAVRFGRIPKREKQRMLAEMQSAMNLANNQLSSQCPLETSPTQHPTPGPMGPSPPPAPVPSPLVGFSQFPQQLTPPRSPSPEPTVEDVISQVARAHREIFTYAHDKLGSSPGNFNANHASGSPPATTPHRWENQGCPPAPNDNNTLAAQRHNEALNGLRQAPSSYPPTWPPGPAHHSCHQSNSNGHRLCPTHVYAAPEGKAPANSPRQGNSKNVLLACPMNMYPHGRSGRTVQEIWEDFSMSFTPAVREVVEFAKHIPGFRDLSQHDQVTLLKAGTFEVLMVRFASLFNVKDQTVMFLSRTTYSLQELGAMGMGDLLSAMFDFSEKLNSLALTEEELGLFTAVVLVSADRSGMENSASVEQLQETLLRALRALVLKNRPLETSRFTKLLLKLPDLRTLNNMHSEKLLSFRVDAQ
rCAG RNA binder – binds r(CAG) RNA repeats. r(CAG) RNA repeat, TO-PRO-1 dye displacement fluorescence. AID 651821. inhibition, % at 3 µM. 370,000 tested, 1.3% active;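 active = inhibition above the plate cutoff, the mean of all test compounds on that plate plus 3 SD, cut at about 35% in these data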;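 also: 0% = DMSO alone and 100% = 100 µM mitoxantrone as full dye displacement; higher means more dye released from RNA so lower well fluorescence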
LEDGF integ inh – blocks HIV-1 LEDGF/p75-dependent DNA integration | 370,000 tested, 0.64% active | inhibition, % at 3.7 µM | TR-FRET IN-LEDGF/p75 DNA integration, Eu/Cy5;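 active = inhibition above the screen-wide mean plus 3 SD, cut at about 13% in these data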;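 also: signal is the Cy5 over europium emission ratio at 671 and 618 nm; 0% = plate median of compound wells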
TDP2 absorb – blocks human TDP2 phosphodiesterase activity. inhibition, % at 12.8 µM. recombinant TDP2, T5PNP hydrolysis, p-nitrophenol absorbance 415 nm. 370,000 tested, 0.34% active. O95551;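 active = inhibition above the mean of all tested compounds plus 3 SD, set per campaign, cut at about 25% in these data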;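 also: 0% = DMSO with enzyme and 100% = buffer with substrate but no TDP2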
Target sequence (O95551 whole entry, looked up): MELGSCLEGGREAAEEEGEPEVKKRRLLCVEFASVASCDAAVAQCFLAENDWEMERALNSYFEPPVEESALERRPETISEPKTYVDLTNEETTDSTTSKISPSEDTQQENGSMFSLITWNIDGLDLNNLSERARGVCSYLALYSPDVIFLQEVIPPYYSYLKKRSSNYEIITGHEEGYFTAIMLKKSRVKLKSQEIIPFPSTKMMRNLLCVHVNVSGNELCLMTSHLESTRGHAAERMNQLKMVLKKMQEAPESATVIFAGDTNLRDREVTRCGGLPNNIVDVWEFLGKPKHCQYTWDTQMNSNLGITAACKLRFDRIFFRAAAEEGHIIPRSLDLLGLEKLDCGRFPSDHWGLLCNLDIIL
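Evaluation: % inhibition relative to enzyme-containing and enzyme-free wells. Material: recombinant human TDP2. Benchmarks: enzyme-free and DMSO wells. Timing: enzyme reaction with compound for 2 h at 37 °C. Compound dosing: 12.8 µM only. Measured by: p-Nitrophenol epi absorbance. Reagent: T5PNP substrate at 5 mM, a TopII-DNA adduct mimic. Replication: single well per compound.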
PG9 binder – binds the HIV-1 gp120 antibody PG9; TR-FRET gp120-PG9 antibody binding; inhibition, % at 6.7 µM; 360,000 tested, 0.43% active; AID 624416; in the data active = inhibition above about 8.5%
Starred values were filed as active, the others as inactive; nt = not tested or not shown. Some of the compounds tested; count on the stated rates, not on these rows.

SMILES	SIAE inh	HTRA1 inh	PRMT1 FP inh	TCR-CD3 inh	mABHD4 FP	NR1D1 modulator	rCAG RNA binder	LEDGF integ inh	TDP2 absorb	PG9 binder
COc1cccc(/C=N/NC(=S)NCCc2ccccc2)c1OC	0	-30	0	3	1	7	-3	1	-10	0.1
C[C@@H](O)[C@H]1O[C@]2(C)CCC[C@H]1O2	-4	1	2	-6	-6	2	7	2	-6	1.7
CC(=O)Nc1cc(C(=O)OCC(=O)c2ccccc2)ccc1C	-1	7	-1	9	2	4	-2	-2	6	1.3
CSc1ccc(S(=O)(=O)N2CCC(C(=O)NCCN3CCOCC3)CC2)cc1	7	3	-2	1	-1	-1	-3	-2	-6	-1.6
CCOC(=O)N1CCN(C(=O)C2CC(=O)N(c3ccc(OC)cc3)C2c2ccc(OC)cc2)CC1 (stereo not given)	5	10	-2	-6	12	0	-3	4	4	0.4
C=CCNC(=S)N/N=C/c1ccc(C)s1	5	2	6	-1	1	8	-1	-6	-4	0.4
CCC(C)(C)NC(=O)C(c1cccn1C)N(C(=O)Cn1nnc2ccccc21)c1ccccc1OC (stereo not given)	4	1	-1	7	4	-1	-8	5	-8	0.2
O=C(c1cccc(S(=O)(=O)N2CCN(c3ccc(F)cc3)CC2)c1)N1CCCCCCC1	0	-11	5	-4	7	-8	-1	-4	-14	-2.4
C=CC[C@]1(O)C(=O)N(c2ccccc2)c2ccccc21	5	nt	4	nt	-3	3	0	-1	4	nt
Cc1nn(Cc2c(F)c(F)c(F)c(F)c2F)c(C)c1NC(=O)c1ccc(COc2ccccc2Cl)o1	-13	-32	2	3	-11	1	6	2	11	-0.7
Cc1cccc(N2CCN(S(=O)(=O)c3ccc(-c4ccc(=O)[nH]n4)o3)CC2)c1C	9	2	-3	6	-3	4	2	-1	11	-1.9
C=CCc1c(C)nc(SC(C)C)[nH]c1=O	2	-2	1	4	10	-4	0	1	0	-0.9
O=C(N/N=C/c1cnc(N2CCCCC2)s1)c1ccc(Cl)cc1	2	29	-2	1	6	3	-5	-2	6	-2.8
CNS(=O)(=O)/C=C/c1ccccc1	-3	-2	4	6	-1	2	4	3	15	0.8
O=C(Nc1c[nH]c(=O)[nH]c1=O)c1ccc2c(c1)C(=O)N(c1cccc([N+](=O)[O-])c1)C2=O	13	3	1	-4	1	0	-1	-2	-9	2.6
CCC(CO)NC(=O)c1cccc(S(=O)(=O)N2c3ccccc3CC2C)c1 (stereo not given)	1	-3	-1	4	-3	-2	1	-1	-5	-0.2
COc1ccccc1CNC(=O)N1CCC(c2nc3ccc(Cl)cc3[nH]2)CC1	1	nt	-2	nt	-4	-1	3	-1	-7	nt
CC(Sc1nc(-c2ccccc2)cc(C(F)(F)F)n1)C(=O)N1CCC(C(N)=O)CC1 (stereo not given)	-1	5	-2	3	-3	4	-5	-2	4	-2.0
O=C(CCC1CCCC1)NCc1ccccn1	-1	6	0	0	5	1	-7	-4	-5	0.3
Cc1cc(C(=O)NC2CCCN(Cc3ccccc3F)C2)n[nH]1 (stereo not given)	2	-3	0	-6	-4	-7	1	-6	-3	-2.5
CCOC(=O)N1CCN(C(=O)Cc2c(C(=O)O)n(C)c3ccccc23)CC1	13	3	-3	0	1	-4	-1	1	5	2.1
C=CCn1c(-c2ccc(OC)cc2)nc2nc3ccccc3nc21	-9	2	-7	0	-3	1	-3	-2	-1	2.3
O=C1CCC/C(=N/Nc2ccc(Cl)cc2)C1	6	37*	2	2	18	5	12	1	16	1.1
O=C(Nc1ccc2c(c1)OCO2)c1ccc(S(=O)(=O)NCC2CCCO2)cc1 (stereo not given)	5	0	-1	2	-2	-1	1	5	-7	-1.6
COc1cc2c(c(O)c1OC)-c1c(cc(OC)c(OC)c1OC)C[C@@H](C)[C@@H](C)C2	2	-4	3	-2	3	2	7	1	-10	1.1
Cc1cccc2cc(CN(Cc3ccco3)C(c3nnnn3CCc3ccccc3)C(C)C)c(=O)[nH]c12 (stereo not given)	-12	-70	0	-6	-9	-3	0	4	-5	-1.1
COc1ccc(-n2cnnc2SCC(=O)NC2CCCc3ccccc32)cc1 (stereo not given)	-1	0	1	1	8	11	-5	1	9	-0.4
O=[N+]([O-])c1cccc(S(=O)(=O)N2CCN(S(=O)(=O)N3CCOCC3)CC2)c1	-2	2	-1	-2	5	-4	3	0	13	-2.4
Cc1ccc(CNC(=O)C2CCCN(c3ncnc4c3nc3n4CCCCC3)C2)cc1 (stereo not given)	3	3	-1	-2	1	-7	-2	-9	-8	-0.9
CCC(C)NC(=O)CO/N=C/c1ccc(C(=O)OC)cc1 (stereo not given)	0	-3	-7	3	0	1	-2	1	-4	-0.8

5 entries already listed, sorted by molar mass, smallest number first.
SMILES	SIAE inh	HTRA1 inh	PRMT1 FP inh	TCR-CD3 inh	mABHD4 FP	NR1D1 modulator	rCAG RNA binder	LEDGF integ inh	TDP2 absorb	PG9 binder
O=C(CCC1CCCC1)NCc1ccccn1	-1	6	0	0	5	1	-7	-4	-5	0.3
O=C1CCC/C(=N/Nc2ccc(Cl)cc2)C1	6	37*	2	2	18	5	12	1	16	1.1
C=CCn1c(-c2ccc(OC)cc2)nc2nc3ccccc3nc21	-9	2	-7	0	-3	1	-3	-2	-1	2.3
Cc1ccc(CNC(=O)C2CCCN(c3ncnc4c3nc3n4CCCCC3)C2)cc1 (stereo not given)	3	3	-1	-2	1	-7	-2	-9	-8	-0.9
Cc1nn(Cc2c(F)c(F)c(F)c(F)c2F)c(C)c1NC(=O)c1ccc(COc2ccccc2Cl)o1	-13	-32	2	3	-11	1	6	2	11	-0.7

(listing goes on)
SMILES	SIAE inh	HTRA1 inh	PRMT1 FP inh	TCR-CD3 inh	mABHD4 FP	NR1D1 modulator	rCAG RNA binder	LEDGF integ inh	TDP2 absorb	PG9 binder
COc1ccc(S(=O)(=O)N2CCCCC2)cc1C(C)C	-3	-4	-2	4	-4	7	-5	0	-12	-1.2
CN(C)CCN1CC(O)=C(c2nc3ccccc3s2)C1=N	-4	3	2	-8	7	-5	3	-1	-7	2.0
COc1cc(N=Nc2ccc(C)cc2S(N)(=O)=O)c(C)cc1N	8	21	-3	-3	20	25*	9	0	-16	-0.2
CC(CCc1ccc(O)cc1)N1CCC(Oc2ccc(C(=O)N3CCCC3)cc2)CC1 (stereo not given)	7	3	1	-4	3	4	-7	0	-11	1.5
O=C(Cc1ccc(Cl)c(Cl)c1)Nc1ccc2[nH]c(=O)[nH]c2c1	-31	-24	-4	1	-46	-1	3	-3	8	0.0
Cc1ccc(CNC(=O)c2ccc(COc3ccccc3)cc2)cc1	15	-41	3	5	-3	0	7	0	-1	-1.3
COCCCNC(=S)Nc1ccc(CC(=O)O)cc1	1	1	-3	-5	-2	4	1	2	5	-0.4
CCc1nn(-c2ccccc2)c(N)c1C#N	-4	1	-1	-6	-4	0	0	3	-17	-3.0
Cn1c(SCC(=O)N2CCCc3ccccc32)nnc1-c1ccccc1	-4	2	-1	-2	6	-1	-5	-2	7	0.0
COc1ccccc1C(=O)Nc1c[nH]c(=O)[nH]c1=O	-1	8	2	-5	4	-3	7	-7	8	-0.8
CNS(=O)(=O)c1cc(N)ccc1C	2	-4	2	-2	4	0	-1	0	2	1.0
O=C(NCCC1=CCCCC1)C(=O)NCc1ccccc1	3	7	-4	-8	-5	-3	0	1	-21	1.7
COc1ccc(C2CC(=O)C(c3ccc(C#N)cc3)=CN2Cc2ccccc2)cc1 (stereo not given)	-6	nt	3	-3	-9	-6	4	-5	5	-2.5
CCOc1cc(-c2nc3ccccc3s2)ccc1O	9	4	-5	3	2	-1	10	4	5	0.2
CCOC(=O)[C@@]12CN(C(=O)OC(C)(C)C)CC=C1N(Cc1ccc(OC)cc1)C(=O)[C@H]2CC(=O)NCc1ccc(C)o1	8	nt	8	nt	7	-4	6	-2	-5	nt
N#CC1=C(N)Oc2cc(N)ccc2C1C1CC=CCC1 (stereo not given)	2	-1	4	4	12	8	14	-4	-6	-1.3
Cc1cc(=O)n2c(n1)SCOC2	1	-2	-2	-1	-3	5	-1	1	12	0.0
Cc1cc(OCC(=O)Nc2ccc3c(c2)OCCO3)ccc1Cl	0	-13	3	-4	-4	1	-6	2	1	1.9
COC(=O)C1=C(N)N(c2ccccc2C(F)(F)F)C2=C(C(=O)CCC2)C1c1ccc2c(c1)OCO2 (stereo not given)	4	1	0	1	-8	0	4	33*	4	0.1
CCOC(=O)c1[nH]c2cc3c(cc2c1NC(=O)CN1CCCC1)OCO3	4	-4	-4	-6	0	3	-4	1	3	0.3
COc1ccc2c(c1)C(c1ccc(Cl)cc1)NC(=O)C2 (stereo not given)	3	-11	-6	3	1	-3	-2	-2	7	-0.4
CCc1ccc(/C=C2/SC(N3CCOCC3)=NC2=O)cc1	18*	-2	3	-4	-3	-7	-3	1	-1	-2.4
COc1c2c(cc(O)c1C(C)=O)OC(C)(C)C=C2	5	-3	-2	2	2	8	0	0	0	-3.1
O=c1cc(O)c2c(=O)n(Cc3ccccc3)c3ccccc3c2o1	8	-5	-6	3	6	5	6	3	0	1.8
COCCCn1cnnc1SCC(=O)Nc1ccc(S(=O)(=O)N2CCCC2)cc1	-1	1	-2	-5	-6	0	-5	1	10	1.2
COc1ccc(N(CC(=O)N/N=C(\C)c2ccc(OC)c(OC)c2)S(=O)(=O)c2ccccc2)cc1	5	-15	1	-7	0	-3	2	-4	-5	-1.4
COc1cccc(CNC(=O)c2cc(COc3c(F)cccc3F)on2)c1	1	-18	3	6	-10	-5	-2	0	7	-0.9
COc1ccc(N2CCN(C(=O)c3cc([N+](=O)[O-])ccc3N3CCN(CCO)CC3)CC2)cc1	1	7	1	-2	5	-6	-5	1	2	-0.4
CCOC(=O)c1cc(-c2ccc(OC(F)F)cc2)nc2c1c(=O)[nH]c(=O)n2C	-1	5	1	-3	-12	-1	9	0	8	7.9
Clc1ccc(CN2CCN(N=Cc3c4ccccc4cc4ccccc34)CC2)cc1	3	nt	3	nt	2	4	5	-1	1	nt
CCc1ccc([C@@H]2CC=C(C(=O)O)[C@H](c3ccc(Cl)cc3)N2S(=O)(=O)c2ccc(C)cc2)cc1	-7	-101	3	-5	-24	-4	83*	0	-12	0.1
O=C(CNC(=O)c1ccc(F)cc1)N/N=C/c1cccnc1	-3	-6	2	-1	4	10	0	2	6	-4.0
Cc1ccc(F)cc1CNC(=O)C1CCC(=O)N(C2CC2)C1 (stereo not given)	2	-1	-4	4	-1	-3	-3	-2	3	-3.0
CCN(CC)c1ccc(/C=N/OC(C)C(=O)Nc2ccc(C)cc2)cc1 (stereo not given)	13	-3	4	-2	7	0	4	-1	2	-1.5
CC(=O)Nc1ccc(S(=O)(=O)N(C)CC(=O)NNC(=O)Cc2nc3ccccc3n2C)cc1	4	6	-3	7	-2	-1	3	0	-1	1.7
CCOC(=O)C1CCN(C(=O)/C=C/c2ccc(OC)cc2)CC1	-6	-4	1	2	0	-2	-9	1	-7	0.2
CCCCn1c(/N=C/c2ccccc2NS(=O)(=O)c2ccc(C)cc2)nc2ccccc21	1	-38	-6	3	1	2	2	9	-1	0.1
